# Bioassay records from PubChem.
# C1s block = human complement C1s inhibition. P09871. purified C1s, fluorogenic AMC substrate, pooled mixtures. mean inhibition % of two 10-compound mixtures (stronger effect = higher value), % at 5 µM (by protocol). 0.16% of 62,000 active;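 active = inhibition above 20% in each of the two 10-compound mixture wells holding the compound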;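 also: 0% = enzyme wells lacking compound mixture and 100% = no-enzyme blank wells; some compounds called inactive have numbers as strong as hits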
# CatG inh = inhibitors of human cathepsin G; purified enzyme, AMC-tetrapeptide fluorescence, pooled mixtures; AID 581; P08311; 0.2% of 62,000 active; inhibition, % at 5 µM (by protocol);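 active = inhibition above 20% in each of the two mixture wells holding the compound; inactive = inhibition of 20% or less in either well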;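 also: 0% = enzyme control without mixture and 100% = blank lacking enzyme; strong numbers were not always called active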
# Target sequence (P08311 21-244 limits assumed): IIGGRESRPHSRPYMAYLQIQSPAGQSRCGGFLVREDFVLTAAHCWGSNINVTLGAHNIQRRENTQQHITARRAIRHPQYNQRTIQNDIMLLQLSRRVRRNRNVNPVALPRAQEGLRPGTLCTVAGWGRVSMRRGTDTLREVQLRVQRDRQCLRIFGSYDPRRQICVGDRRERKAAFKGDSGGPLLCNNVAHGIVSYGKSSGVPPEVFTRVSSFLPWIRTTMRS
# CatS inh = inhibitors of human cathepsin S; inhibition, %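 (tested at 5 µM per compound within 10-compound mixtures)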; 0.06% of 62,000 active; P25774; recombinant cathepsin S, AMC dipeptide fluorescence, pooled mixtures; in the data active = inhibition above about 32%, passing the limit was not always enough;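 also: 0% = enzyme without compound and 100% = blank without enzyme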
# FXIa inh mix = factor XIa (human) inhibition, mixture screen; P03951; purified FXIa, fluorogenic substrate, pooled mixtures; inhibition, % at 5 µM; 0.19% of 62,000 active; AID 680;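 also: each value is inhibition by a whole ten-compound pool holding the compound; 0% = enzyme with no mixture and 100% = wells lacking enzyme; strong numbers were not always called active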
# CatL inh = inhibitors of human cathepsin L | inhibition, %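 (tested at 10 µM)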 | purified cathepsin L, fluorogenic substrate, fluorescence | 0.17% of 58,000 active; in the data active = inhibition above about 45%;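 also: 0% = enzyme with no compound and 100% = no enzyme blank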
# Target sequence (P07711 114-288 limits assumed): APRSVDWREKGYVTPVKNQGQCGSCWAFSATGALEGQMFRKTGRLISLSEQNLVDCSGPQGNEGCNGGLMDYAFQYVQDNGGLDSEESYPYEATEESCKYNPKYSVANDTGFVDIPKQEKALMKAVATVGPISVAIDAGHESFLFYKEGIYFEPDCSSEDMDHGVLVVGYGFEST
# Target sequence (P07711 292-333 limits assumed): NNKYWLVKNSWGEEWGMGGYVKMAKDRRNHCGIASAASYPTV
# ROCK2 inh = ROCK2 (human) kinase inhibition. purified ROCK2, Kinase-Glo ATP depletion luminescence. 0.35% of 60,000 active. inhibition, % at 6 µM. O75116. AID 604;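 active = inhibition above the screen-wide mean inhibition plus 3 SD, cut at about 18% in these data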;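 also: plate controls were DMSO wells for no effect and Y-27632 control wells after no-enzyme background subtraction for full effect; many of its hits are not listed in these tables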
# PKA kinase inh = inhibitors of human protein kinase A; P17612; PKA Kemptide phosphorylation, Kinase-Glo ATP luminescence; inhibition, % at 6 µM; 0.1% of 65,000 active; AID 524;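 active = inhibition above the screen-wide mean inhibition plus 3 SD, cut at about 21% in these data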; also: many of its hits are not listed in these tables
# FXIIa inh mix = factor XIIa (human) inhibition, mixture screen; purified FXIIa, fluorogenic substrate, pooled mixtures; inhibition, % at 5 µM; 0.2% of 62,000 active;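 also: 0% = enzyme without compound and 100% = no enzyme blank; some results filed as inactive read as strong as hits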
# Target sequence (P00748 20-372 limits assumed): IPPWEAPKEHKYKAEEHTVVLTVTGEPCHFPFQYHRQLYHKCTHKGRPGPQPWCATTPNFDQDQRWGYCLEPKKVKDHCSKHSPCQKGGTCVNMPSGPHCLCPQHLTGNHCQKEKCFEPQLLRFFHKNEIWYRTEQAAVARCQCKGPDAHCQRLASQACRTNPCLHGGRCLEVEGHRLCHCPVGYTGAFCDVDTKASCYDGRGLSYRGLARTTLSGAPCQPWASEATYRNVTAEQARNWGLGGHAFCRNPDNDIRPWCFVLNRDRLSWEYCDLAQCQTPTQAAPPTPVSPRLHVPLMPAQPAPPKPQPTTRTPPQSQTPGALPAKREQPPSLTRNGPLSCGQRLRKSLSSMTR
# Target sequence (P00748 373-615 limits assumed): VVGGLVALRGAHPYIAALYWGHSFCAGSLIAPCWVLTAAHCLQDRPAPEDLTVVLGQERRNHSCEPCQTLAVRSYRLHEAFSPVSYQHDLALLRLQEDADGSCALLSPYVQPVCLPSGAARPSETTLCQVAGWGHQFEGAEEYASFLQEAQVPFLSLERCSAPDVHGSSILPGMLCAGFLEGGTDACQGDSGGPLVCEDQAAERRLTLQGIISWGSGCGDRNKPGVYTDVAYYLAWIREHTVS
# JNK3 inh = blocks human JNK3 kinase activity | purified JNK3 kinase activity, HTS | inhibition, % at 8 µM | 0.61% of 60,000 active; in the data active = inhibition above about 17%;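 also: 0% = DMSO and 100% = reference inhibitor; many of its hits are not listed in these tables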
# Starred values were filed as active, the others as inactive; . = not tested or not shown. Rule as the data show it, unless noted: active = inhibition above about 20% (passing the limit was not always enough); inactive = the rest.
SMILES,C1s block,CatG inh,CatS inh,FXIa inh mix,CatL inh,ROCK2 inh,PKA kinase inh,FXIIa inh mix,JNK3 inh
COCCCNC(=O)CCc1nc(-c2ccccc2)no1,16,2,0,3,32,6,12,-19,3
Cc1c(NC(=O)c2cc(-n3cnnc3)ccc2Cl)cccc1-c1nc2ccccc2o1,-29,-5,-20,-23,6,-1,2,-21,-2
Cc1cc(NC(=O)CCC(=O)N(CC(=O)NC2CCCC2)Cc2ccccc2Cl)no1,2,-2,-6,3,-5,5,13,1,3
CC1CCN(C(=O)COC(=O)c2cc3ccccc3cc2O)CC1,-7,-7,0,2,13,7,8,12,0
CC(C)(C)c1ccc(C(=O)CCCSC2=C(C#N)C(c3ccco3)C3=C(CCCC3=O)N2)cc1 (centres undefined),-3,-4,34,14,.,-2,-1,-1,-9
N#CC1=C(N)n2c(s/c(=C\c3ccco3)c2=O)=C(C#N)C1c1ccco1 (centres undefined),2,3,-4,-1,6,-8,-4,8,-3
CCCCOc1ccccc1C1C(C(=O)OC)=CN(CC)C=C1C(=O)OC,-40,-13,-8,-10,-46,1,3,0,-8
C=CCn1c(N)c(C(=O)Nc2ccccc2OC)sc1=S,-13,-6,18,0,19,.,1,9,.
Cc1ncc(CSc2nnnn2-c2ccccc2)c(N)n1,-2,4,2,9,12,2,-3,-17,4
O=C1C(c2ccncc2)=C(O)c2ccccc21,-4,6,18,5,4,-9,-12,-2,56*
CN1C(=O)Cn2c1nc1ccccc12,5,-3,1,6,-4,5,3,-3,2
CCOC(=O)c1oc2cccc(O)c2c1CN(Cc1ccccc1)C(C)=O,-6,8,4,3,11,5,8,10,1
CCN(CCNS(=O)(=O)c1ccc2c(c1)oc(=O)n2C)c1ccccc1,14,12,1,3,.,4,-3,2,-2
COc1cccc(NC(=O)c2ccccc2-c2nc(-c3ccc(Cl)cc3)no2)c1,4,7,5,0,4,7,6,-2,3
Brc1ccc(-c2cn3cccnc3n2)cc1,-40,3,-7,-6,-36,6,4,6,3
CCOc1ccccc1Nc1ccc(C(=O)O)cc1NC(C)=O,-4,-4,-5,9,-5,-5,-3,-1,-2
CC1(C)Oc2ccc(C(=O)NC3CCCC3)cc2N(CC(=O)N2CCOCC2)C1=O,-14,6,-1,-1,24,5,8,1,-3
COc1ccccc1N1CCN(C(=O)c2ccncc2)CC1,-1,11,11,0,10,4,4,13,1
CO[C@H]1C[C@@H]2CC[C@@H](C)[C@@](O)(O2)C(=O)C(=O)N2CCCC[C@H]2C(=O)O[C@H]([C@H](C)C[C@@H]2CC[C@@H](O)[C@H](OC)C2)CC(=O)[C@H](C)C=C(C)[C@@H](O)[C@@H](OC)C(=O)[C@H](C)C[C@H](C)C=CC=CC=C1C,7,-7,-3,6,11,-7,-9,7,5
CCCCOc1ccccc1NC(=O)Cn1c(-c2nonc2N)nc2ccccc21,-163,-14,-7,-17,60*,-2,-4,-3,0
Cc1[nH]nc2c1C1(CCOCC1)C(C#N)=C(N)O2,-38,5,7,-10,6,12,7,4,2
C=CCn1c(COc2cccc3cccnc23)nnc1SCC(=O)OC,8,7,-6,2,.,.,3,0,.
Cn1cccc1Cc1nnc(SCC(=O)NCc2ccccc2)n1-c1ccc(F)cc1,-59,-8,5,3,.,6,-1,8,2
C=CCN1C(=O)CS/C1=N/c1nccs1,-6,10,-9,-2,1,-1,-8,2,1
CCCOC(=O)c1ccc(Nc2cc(C)nc3ncnn23)cc1,13,11,13,6,4,6,0,8,-1
COc1ccc(NC(=O)C23CCC(C2)C(C)(C)C3=O)cc1 (centres undefined),-2,-3,6,5,9,3,3,3,1
CCC1CCCCN1C(=O)CSc1nc2c(cnn2-c2ccc(C)cc2)c(=O)[nH]1 (centres undefined),-2,0,7,7,.,-1,-7,12,-1
Nn1c(SC/C=C/c2ccccc2)nnc1-c1ccncc1,-20,0,-1,2,1,18,16,3,4
CSc1ccc(S(=O)(=O)NCc2ccc(Cl)cc2)cc1,-8,6,-2,8,2,5,3,1,0
O=C(NCc1ccco1)c1ccc2c(c1)C(=O)N(Cc1ccccc1)C2=O,15,12,14,6,9,-5,-6,6,-8
CC(=O)c1cccc(NC(=O)c2ccc(NS(=O)(=O)c3c(C)noc3C)cc2)c1,15,11,-2,4,1,3,0,5,-4
Cn1c(SCC(=O)N2CCCCCC2)nc2c([nH]c3ccccc32)c1=O,12,8,1,4,-8,.,5,-5,.
COc1ccc(-n2c(SCC(N)=O)nnc2-c2ccccc2F)cc1,-24,1,2,-3,25,4,8,7,-1
CCn1nc(-c2ccccc2)c2nc3ccccc3nc21,8,6,1,2,-11,-2,-5,2,0
COc1ccc(-c2cn3c(C)c(C(=O)Nc4ccncc4)sc3n2)cc1,-16,7,-8,2,-3,16,12,-18,-1
Cc1ccc(-c2nc3cnccn3c2Nc2ccccc2)o1,-13,-1,22,-1,.,0,7,13,12
FC(F)(F)c1cccc(Nc2ncnc3ccccc23)c1,-6,8,0,0,.,.,2,0,.
Cc1c(C(=O)O)oc2ccc(S(=O)(=O)N3CCCCC3C(=O)O)cc12 (centres undefined),-32,17,-8,10,1,1,-3,1,0
Cc1cc(=O)oc(C)c1C(=O)NCC1COc2ccccc2O1 (centres undefined),-34,-2,-1,2,2,.,3,3,.
CC1Oc2ccccc2N(CC(=O)c2ccccc2)C1=O (centres undefined),2,3,16,15,13,2,4,-14,-5
COc1ccc(N2CCN(CC(=O)Nc3c(C)cc(C)cc3C)CC2)cc1,-36,-13,-6,-5,4,-2,2,9,3
CCCCOC(=O)C(C#N)c1nc2ccccc2nc1N1CCN(Cc2ccc3c(c2)OCO3)CC1 (centres undefined),3,-1,-3,7,-5,2,2,4,-2
O=C(CSc1nnc(-c2cccs2)n1-c1ccccc1)Nc1ccccc1,9,11,3,6,10,3,4,12,-6
Nc1ccc(SCCN2C(=O)c3ccccc3C2=O)cc1,1,-3,18,13,8,-7,-9,-5,-4
CCOCC(=O)Nc1c(C(=O)Nc2ccc(OC)cc2OC)oc2ccccc12,-211,-20,-29,-39,13,6,6,3,-4
COc1ccc(S(=O)(=O)N2CCC(C(=O)N3CCCC3)CC2)cc1,-5,-1,5,0,2,5,9,3,-3
CC(C)(C)NC(=O)C1CC(=O)OC12CCCCC2 (centres undefined),-7,0,2,-2,12,6,-6,-13,11
O=C(c1ccco1)N1CCN(c2cccc(Cl)c2)CC1,0,1,-4,-1,-4,2,3,-16,3
O=C(NCCCN1CCCC1=O)c1cccnc1,-16,1,14,1,-6,7,9,3,-1
O=C(CCn1nnc2ccccc21)Nc1nnc(COc2ccc(F)cc2)s1,0,6,-7,8,-2,-1,0,9,14
CC1CN(C(=O)C(C)N2C(=O)c3ccccc3C2=O)CC(C)O1 (centres undefined),14,8,-1,4,.,0,4,11,-2
C/C(Cl)=C/CN1C(=O)C2C3C=CC(C3)C2C1=O (centres undefined),-2,-2,-7,3,.,.,-3,16,.
COc1ccc(C(=O)N(CN2CCCC2=O)c2ccc(C)cc2)cc1,16,8,5,4,2,2,0,9,-5
CCOC(=O)N1CCC(Nc2c(OCC)c(=O)c2=O)CC1,-4,0,-1,3,10,3,10,6,-5
CCc1nc(-c2ccc(-c3ccc(OC)cc3)nc2OC)no1,-11,9,-9,2,.,.,0,6,.
COc1ccc(-n2nc(C(=O)NCC(=O)NCC3CCCO3)c3ccccc3c2=O)cc1 (centres undefined),14,12,9,8,-5,5,8,12,3
Cc1ccccc1-c1nc(CS(=O)(=O)CC(=O)NCCCN2CCCC2=O)c(C)o1,-15,-3,6,-4,.,0,-6,12,-2
Cc1cc(NC(=O)COC(=O)COc2ccc(C(=O)c3ccccc3)cc2)no1,-19,2,-10,5,2,-8,-5,12,-1
O=C(CCNC(=O)Cn1ccc2ccccc2c1=O)NCCCN1CCN(c2ccc(F)cc2)CC1,1,-3,0,2,12,-1,-2,10,0
O=C(Nc1c(C(=O)N2CCCCC2)cnn1-c1ccccc1)c1ccccc1,-2,-2,1,10,-10,2,-7,6,-3
# The listing continues.
SMILES,C1s block,CatG inh,CatS inh,FXIa inh mix,CatL inh,ROCK2 inh,PKA kinase inh,FXIIa inh mix,JNK3 inh
CCCN(CCC)c1nc2ccccc2nc1C(C#N)C(=O)OCCOC (centres undefined),-1,6,-2,6,2,6,6,6,-5
CNC(=O)c1ccccc1NC(=O)c1c(O)c2c([nH]c1=O)CCCC2,-1,4,-2,-3,1,.,4,4,.
COc1ccc(CNC(=O)CCCNS(=O)(=O)c2cccc3nonc23)cc1,11,9,-3,6,-2,.,-2,-25,.
CCn1c(SCC(=O)Nc2ccc(NC(C)=O)cc2)nnc1C1CC1,-54,-1,-10,-7,-7,1,-6,-1,-13
CCOc1cc(-c2noc(CCC(=O)N3CCOCC3)n2)ccc1OC,18,15,17,9,13,0,-2,-18,-4
CC1(C)CCCC2=C1CC1C(=O)N(O)C(=O)C1C2 (centres undefined),17,18,5,8,6,2,1,-1,-4
CCOC(=O)C1=C(C)NC(C)=C(C(=O)OCC)C1c1cc2ccc(C)cc2[nH]c1=O,4,9,-2,3,-2,7,10,-23,-8

# A different layout for 19 compounds above:
# Values run as follows: C1s block | CatG inh | CatS inh | FXIa inh mix | CatL inh | ROCK2 inh | PKA kinase inh | FXIIa inh mix | JNK3 inh
COc1ccc(S(=O)(=O)N2CCC(C(=O)N3CCCC3)CC2)cc1
  -5 | -1 | 5 | 0 | 2 | 5 | 9 | 3 | -3
CC(C)(C)NC(=O)C1CC(=O)OC12CCCCC2 (centres undefined)
  -7 | 0 | 2 | -2 | 12 | 6 | -6 | -13 | 11
O=C(c1ccco1)N1CCN(c2cccc(Cl)c2)CC1
  0 | 1 | -4 | -1 | -4 | 2 | 3 | -16 | 3
O=C(NCCCN1CCCC1=O)c1cccnc1
  -16 | 1 | 14 | 1 | -6 | 7 | 9 | 3 | -1
O=C(CCn1nnc2ccccc21)Nc1nnc(COc2ccc(F)cc2)s1
  0 | 6 | -7 | 8 | -2 | -1 | 0 | 9 | 14
CC1CN(C(=O)C(C)N2C(=O)c3ccccc3C2=O)CC(C)O1 (centres undefined)
  14 | 8 | -1 | 4 | . | 0 | 4 | 11 | -2
C/C(Cl)=C/CN1C(=O)C2C3C=CC(C3)C2C1=O (centres undefined)
  -2 | -2 | -7 | 3 | . | . | -3 | 16 | .
COc1ccc(C(=O)N(CN2CCCC2=O)c2ccc(C)cc2)cc1
  16 | 8 | 5 | 4 | 2 | 2 | 0 | 9 | -5
CCOC(=O)N1CCC(Nc2c(OCC)c(=O)c2=O)CC1
  -4 | 0 | -1 | 3 | 10 | 3 | 10 | 6 | -5
CCc1nc(-c2ccc(-c3ccc(OC)cc3)nc2OC)no1
  -11 | 9 | -9 | 2 | . | . | 0 | 6 | .
COc1ccc(-n2nc(C(=O)NCC(=O)NCC3CCCO3)c3ccccc3c2=O)cc1 (centres undefined)
  14 | 12 | 9 | 8 | -5 | 5 | 8 | 12 | 3
Cc1ccccc1-c1nc(CS(=O)(=O)CC(=O)NCCCN2CCCC2=O)c(C)o1
  -15 | -3 | 6 | -4 | . | 0 | -6 | 12 | -2
Cc1cc(NC(=O)COC(=O)COc2ccc(C(=O)c3ccccc3)cc2)no1
  -19 | 2 | -10 | 5 | 2 | -8 | -5 | 12 | -1
O=C(CCNC(=O)Cn1ccc2ccccc2c1=O)NCCCN1CCN(c2ccc(F)cc2)CC1
  1 | -3 | 0 | 2 | 12 | -1 | -2 | 10 | 0
O=C(Nc1c(C(=O)N2CCCCC2)cnn1-c1ccccc1)c1ccccc1
  -2 | -2 | 1 | 10 | -10 | 2 | -7 | 6 | -3
CCCN(CCC)c1nc2ccccc2nc1C(C#N)C(=O)OCCOC (centres undefined)
  -1 | 6 | -2 | 6 | 2 | 6 | 6 | 6 | -5
CNC(=O)c1ccccc1NC(=O)c1c(O)c2c([nH]c1=O)CCCC2
  -1 | 4 | -2 | -3 | 1 | . | 4 | 4 | .
COc1ccc(CNC(=O)CCCNS(=O)(=O)c2cccc3nonc23)cc1
  11 | 9 | -3 | 6 | -2 | . | -2 | -25 | .
CCn1c(SCC(=O)Nc2ccc(NC(C)=O)cc2)nnc1C1CC1
  -54 | -1 | -10 | -7 | -7 | 1 | -6 | -1 | -13

# Compounds were not picked by outcome. About 1.5% of those tested had a hit in this group.
